Screens: PubChem, several laboratories
HIF activator – HIF pathway transcriptional activators, primary screen, cell-based, U2OS HRE-luciferase, luminescence. U2OS HRE-luciferase reporter; normalized: DMSO 0%, desferrioxamine 100%. activation, % at 7.5 µM (by protocol). hit rate 0.32% among 300,000. AID 1910, 2009;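 active = mean activation of at least 10% of the iron chelator positive control signal, with at least half of replicates also reaching 10%; inconclusive = mean and replicate majority disagree about reaching 10%; inactive = mean and most replicates under 10%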
HSF-1 act – HSF-1 activators, primary screen, NIH3T3-HGL cells, MG132 stress, luminescence, single point; NIH3T3-HGL HSF-1 luciferase reporter, 8 h; 100% = twice DMSO control signal; activation, % at 9 µM; hit rate 1.7% among 300,000; AID 504408, 2011;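 active = mean replicate activation of at least 50% with a set share of replicates each reaching 50%; inconclusive = only one of those two conditions met; inactive = mean below 50% and too few replicates reaching it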;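 note: 0% = median of the neutral control wells and 100% = twice that signal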
aSyn 5UTR inh – MLPCN primary screen, SNCA 5' untranslated region. hit rate 0.82% among 300,000. inhibition, % (tested at 7.5 µM). alpha-synuclein 5'UTR reporter, inhibitor activity; in the data active = inhibition above about 60%; inconclusive = no clear call, values can overlap the other calls;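 note: H4 neuroglioblastoma cells stably carrying SNCA 5'UTR luciferase fusion; 0% = DMSO wells and 100% = positive control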
KLF5 inh – KLF5 expression inhibitors, primary screen, DLD-1 cells, luminescence | hit rate 0.23% among 290,000 | AID 1700, 2009 | inhibition, % at 5 µM | DLD-1 KLF5 promoter-luciferase reporter;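 active = inhibition above a per-plate limit of that plate's mean compound inhibition plus 3 SD, cut at about 60% in these data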;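 note: 0% = DMSO wells and 100% = LY294002 at 200 µM; higher means less KLF5 promoter-driven luciferase light; inactives centre near -14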
HSP90 inh – HSP90 inhibitors, primary screen, cell lysate, luminescence. Rabbit reticulocyte lysate, luciferase refolding luminescence, 3 h. inhibition, % at 5.6 µM. hit rate 0.91% among 290,000. Heat shock protein HSP 90 (rabbit reticulocyte lysate; luciferase refolding);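 active = inhibition above the screen-wide mean plus 3 SD, computed separately per campaign, cut at about 16% in these data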;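 note: 0% = DMSO wells and 100% = 60 µM geldanamycin wells; inhibitors lower the luminescence because luciferase stays unfolded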
HSF1 inhib – HSF1 inhibitors in luciferase reporter cells, primary screen, cell-based, NIH3T3, luminescence; NIH3T3-HGL HSE-luciferase, MG132-induced, luminescence 8 h; stronger effect = lower value; hit rate 0.77% among 300,000; activity change, negative = inhibition, % at 7.5 µM (by protocol); AID 2098, 2009;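 active = more than half of replicate wells show activity change below -50%, luminescence cut by over half; inconclusive = some wells, but at most half, below -50%; inactive = no replicate well below -50%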;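 note: luciferase reports HSF-1 transcriptional activity via heat shock element; 0% = median of DMSO wells and -100% = zero luminescence signal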
IEC-6 tox – cytotoxicity in IEC-6 intestinal epithelial cells, primary screen, cytotoxicity control for KLF5 inhibitor project, cell-based, luminescence; IEC-6 cytotoxicity, luminescence viability; inhibition, % at 5 µM; hit rate 0.78% among 290,000; AID 1825, 2009; in the data active = inhibition above about 22%;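 note: 0% = plate median of test compound wells and 100% = cytotoxic reference compound wells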
AI-2 QS modul – Vibrio harveyi AI-2 quorum sensing modulators, primary screen, JMH597 strain, luminescence/OD600 ratio; Vibrio harveyi JMH597 AI-2 luminescence/OD600 ratio, 9 h; stronger effect = lower value; strain lacks LuxN and CqsS sensors; 0 = neutral-control median; activity change, % at 7.5 µM; hit rate 0.4% among 300,000; AID 2094, 2009; in the data active = activity change below about -75%, passing the limit was not always enough; inconclusive = no clear call, values can overlap the other calls;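 note: luminescence divided by OD600 gain over 9 h not by final OD600 alone; inactives centre near 13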
GSK3beta inhib – human GSK3beta kinase inhibitors, primary screen, biochemical, cell-free homogeneous, HTS; GST-GSK3beta kinase, ADP-Glo luminescence, 60 min; stronger effect = lower value; activity score (negative = inhibition), % at 10 µM; hit rate 0.038% among 300,000;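 active = more than half of replicate wells score below -50%, meaning over 50% inhibition versus plate controls; inconclusive = some replicates but at most half score below -50%; inactive = no replicate scores below -50%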;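 note: 0% = median DMSO wells and -100% = median GW8510 positive control wells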
Target sequence (P49841 whole entry, looked up): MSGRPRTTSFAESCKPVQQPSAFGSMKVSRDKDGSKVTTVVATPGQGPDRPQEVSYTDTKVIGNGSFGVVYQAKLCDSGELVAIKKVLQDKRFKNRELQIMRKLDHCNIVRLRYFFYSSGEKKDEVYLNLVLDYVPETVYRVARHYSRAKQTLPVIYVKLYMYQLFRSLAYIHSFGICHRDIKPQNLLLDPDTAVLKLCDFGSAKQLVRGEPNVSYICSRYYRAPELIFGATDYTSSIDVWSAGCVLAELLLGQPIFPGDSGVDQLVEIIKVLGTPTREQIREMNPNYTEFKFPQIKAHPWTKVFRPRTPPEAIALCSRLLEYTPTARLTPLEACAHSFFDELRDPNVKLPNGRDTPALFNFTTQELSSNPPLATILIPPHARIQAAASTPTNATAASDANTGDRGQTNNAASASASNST
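Test system – GST-tagged human GSK3beta kinase, cell-free · Incubation – 60 min enzyme reaction, room temperature · Signal – ADP-Glo luminescence · Also added – peptide substrate and ATP at 25 µM · Controls – DMSO neutral wells and GW8510 at 20 µM as positive · Buffer or medium – Tris/MgCl2 kinase buffer · Measure – Luminescence-derived activity versus plate DMSO and GW8510 wells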
GSK3A inh – blockers of GSK3A enzyme activity – biochemical, luminescence, cell-free homogeneous, HTS, primary screen | Glycogen synthase kinase-3 alpha (Homo sapiens), P49840 | GSK-3 alpha kinase, ADP-Glo luminescence, 60 min | inhibition, % at 10 µM | hit rate 0.1% among 320,000 | AID 2650, 2010;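 in the data active = inhibition above about 50%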;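 note: GST-tagged GSK-3 alpha with peptide substrate and 25 µM ATP; 0% = DMSO neutral wells and 100% = GW8510 positive control wells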
Target sequence (P49840 whole entry, looked up): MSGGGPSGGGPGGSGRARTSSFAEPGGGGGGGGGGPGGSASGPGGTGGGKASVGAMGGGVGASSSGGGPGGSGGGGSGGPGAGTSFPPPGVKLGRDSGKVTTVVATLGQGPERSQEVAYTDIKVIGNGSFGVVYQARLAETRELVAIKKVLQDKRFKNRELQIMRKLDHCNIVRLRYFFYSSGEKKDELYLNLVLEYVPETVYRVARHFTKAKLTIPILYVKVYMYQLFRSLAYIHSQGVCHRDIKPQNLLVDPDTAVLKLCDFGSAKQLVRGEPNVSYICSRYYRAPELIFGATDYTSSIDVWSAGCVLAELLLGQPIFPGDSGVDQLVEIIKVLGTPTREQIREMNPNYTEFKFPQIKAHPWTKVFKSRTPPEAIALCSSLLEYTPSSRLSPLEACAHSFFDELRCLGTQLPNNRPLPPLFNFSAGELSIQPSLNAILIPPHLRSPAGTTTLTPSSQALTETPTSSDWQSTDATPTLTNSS
* marks the source's active call; other numbers are inactive results; ? = inconclusive; . = no result given. Rows were taken by chance. About 4.7% of those tested had a hit in this group.

SMILES	HIF activator	HSF-1 act	aSyn 5UTR inh	KLF5 inh	HSP90 inh	HSF1 inhib	IEC-6 tox	AI-2 QS modul	GSK3beta inhib	GSK3A inh
CCn1c(SCC(=O)N/N=C/c2ccccc2OCC(=O)O)nnc1-c1ccccc1	0.1	-21	-7	-22	-4	0	-4	-4	-3	-1
CC1=C(C(=O)OCc2ccccc2)C(c2cccc([N+](=O)[O-])c2)NC(=O)N1C (stereo unspecified)	-36	30	16	-17	2	24	-1	27	5	-1
O=C(Cc1ccccc1)Nn1c(-c2ccccc2)nc2ccccc2c1=O	-0.2	8	3	-42	0	1	0	14	-2	0
CC(/C=N/NC(=O)CCn1nnc2ccccc21)=C\c1ccccc1	-0.2	6	-22	-6	1	-3	-3	-11	-3	1
O=[N+]([O-])c1cc([N+](=O)[O-])c(Oc2cc(F)ccc2F)cc1NN1CCCCC1	-0.2	-1	18	6	-4	-4	-8	-12	3	0
CCc1nnc(NC(=O)C2CCCN2C(=O)Nc2ccccc2)s1 (stereo unspecified)	-0.2	3	4	-40	3	6	-1	18	-1	-1
COc1cc(/C=C(\C#N)C(=O)NC(C)C)ccc1OCc1ccc(C(=O)O)cc1	0.3	-4	-22	-17	0	-4	-2	9	1	0
CCOC(=O)O[C@]1(C(=O)OCCl)CC[C@H]2[C@@H]3CCC4=CC(=O)C=C[C@]4(C)[C@H]3[C@@H](O)C[C@@]21C	-0.3	-49	-5	.	.	-38	.	23	1	1
O=C(Nc1cccc(Cl)c1N1CCOCC1)c1ccc2c(c1)OCCO2	0.5	9	15	-24	-1	-1	0	9	2	4
CCc1nn(C(C)C(=O)NCc2ccc(Cl)cc2)c(=O)c2cc3occc3n12 (stereo unspecified)	-0.4	-1	-2	-12	9	3	-2	10	2	-8
CCOc1ccc(CC2c3cc(OCC)c(OCC)cc3CCN2C(=O)CN2CCN(C)CC2)cc1OCC (stereo unspecified)	-0.3	-1	5	-47	-6	-2	-9	-1	-2	-1
O=C(Cc1ccc(NC2=NC3CS(=O)(=O)CC3S2)cc1)NCc1ccc(Cl)cc1 (stereo unspecified)	0.0	-8	9	-5	-3	-2	-7	39	-2	-2
CCCOc1ccc(C2C(C(=O)c3ccc(C)o3)=C(O)C(=O)N2Cc2ccco2)cc1OCC (stereo unspecified)	-0.5	9	-8	-22	-1	0	-6	68	3	0
CCCCC(O)(CCCC)C(=O)NN(C(=O)OC)c1ccccc1	-0.4	2	-3	-8	-6	8	-7	28	3	-4
CC(NC(=O)/C=C/c1ccc(Br)cc1)c1ccc(Cl)cc1 (stereo unspecified)	-0.4	13	6	-26	0	-3	-3	25	0	3
COc1cccc(-n2c(O)c(C=NCc3ccccn3)c3ccccc3c2=O)c1	-0.2	-7	17	-15	-1	-2	2	4	-1	10
CCOC(=O)CCNC(=O)CCNC(=O)C(c1ccccc1)c1ccccc1	-0.3	-4	-14	-15	-2	7	-2	21	-1	0
CCN(Cc1cnn(C)c1)C(=O)c1cc(COc2ccc3c(c2)CCCC3)on1	1.6	26	-73	-81	-1	11	7	-57	1	0
COc1cc(NS(=O)(=O)c2ccc3ccccc3c2)c2ncccc2c1	1.9	-11	46	41	17*	-11	93*	5	-1	-3
O=C(CSc1ncn(-c2ccccc2)n1)c1cccs1	3.3	?	-177	-106	11	29	14	-4	-3	-1
COc1cccc(C2C3CN(C)CC=C3C(C#N)=C(N)C2(C#N)C#N)c1OC (stereo unspecified)	-1.7	-6	-16	22	4	2	5	16	-4	6
Cc1ccccc1NC(=S)N1CCC(C(=O)c2ccc(F)cc2)CC1	0.8	-15	-3	-11	2	1	-1	5	-3	-2
CC#CCCC(=O)N1C=Cc2ccccc2C1C#N (stereo unspecified)	-1.6	4	16	-4	1	2	1	13	0	-3
C(=N\Nc1ccc2nncn2n1)/c1ccccn1	0.2	7	67*	-17	2	3	15	38	2	8
COc1ccc(S(=O)(=O)Cc2ccc(C(=O)N3CCc4ccccc4C3)o2)cc1	.	4	-25	-29	1	4	-1	22	-1	-3
CCCC1NC(C(=O)O)Cc2c1[nH]c1ccccc21 (stereo unspecified)	-1.5	-3	18	-8	3	0	0	10	-1	0
COc1ccccc1CCNC(=O)Cn1c(=O)oc2ccccc21	-1.1	-14	11	-36	-6	-2	-7	24	-1	.
Cc1ccccc1Nc1c(-c2ccc(N3CCOCC3)cc2)nc2ncccn12	1.4	22	-1	-36	-1	0	-3	26	0	0
COc1ccc(OC)c(NC(=O)c2oc3c(c2C)C(O)CC(C)(C)C3)c1 (stereo unspecified)	-0.6	9	13	-24	-3	7	3	3	-1	-1
Cc1cc(C)nc(SCc2csc(N)n2)n1	.	.	.	-4	-2	.	1	25	-6	-1
O=C(CCCN1C(=O)/C(=C/c2ccco2)SC1=S)Nc1cccc(C(=O)O)c1	0.0	-8	-7	-22	2	-9	-20	20	3	0
Cc1ccc(NC(=O)C(CC(=O)O)C2CCCO2)c(C)c1 (stereo unspecified)	2.1	-17	-17	-45	-2	-8	-4	24	-1	-3
CCN(CC)CCOc1cccc(C(C)C)c1	-0.1	-1	5	4	-2	-3	1	21	0	0
CCCC(=O)Nc1sc2c(c1C(=O)OC)C(C(=O)OC)CC2 (stereo unspecified)	-1.5	15	6	-39	-1	1	-4	20	0	-2
COc1ccccc1NNC(=O)c1cccnc1Oc1ccccc1	0.0	24	12	-32	3	3	2	28	1	-2
COc1ccc(Cl)cc1C(=O)NNC(=O)COC(=O)CCN=C1NS(=O)(=O)c2ccccc21	-0.2	-36	1	.	.	-15	.	32	-3	0
C#CCNC(=O)C1=C[C@H](c2ccc(Br)cc2)C[C@H](OCc2ccc(CO)cc2)O1	1.4	-9	6	-23	12	-3	-9	0	1	-1
CCC(C)(C)NC(=O)c1ccc(S(=O)(=O)N2CCCCCC2)cc1	-0.6	-9	9	5	0	-2	5	11	1	0
CCOc1cc2c3c(c1)C1(C(=O)N3C(C)(C)C=C2C)C(C#N)=C(N)Oc2cc(O)ccc21 (stereo unspecified)	-0.3	2	10	-14	2	-5	0	24	-4	-2
COc1ccc2nc(NC(=O)c3ccccc3[N+](=O)[O-])sc2c1	4.4	34	-57	-85	3	24	0	4	-3	10
Cc1nn(C(C)C(=O)NCc2ccccc2)c(C)c1[N+](=O)[O-] (stereo unspecified)	0.0	20	-26	-35	-3	-7	-4	7	1	-4
O=C(NCc1ccccc1)c1ccccc1NC(=O)C1CCCCC1	-0.4	6	-2	-7	1	1	1	22	-3	-2
CN1C(N)=NC(=O)/C1=C/c1ccc(OC(F)(F)F)cc1	0.5	3	-16	-6	3	4	-2	10	-2	-3
Cc1ccc(-c2nn(-c3ccccc3)cc2/C=C/C(=O)Nc2nccs2)cc1	-0.7	-3	14	7	-1	0	-6	-1	1	-3
CCCCNc1nc2ccccc2n1CC(=O)N1CCc2ccccc2C1	-0.2	-3	13	-5	7	6	8	14	0	-1
COc1ccc(-c2[nH]c(-c3ccccc3)nc2SCC(=O)Nc2nccs2)cc1	.	.	.	6	-3	.	6	.	.	0
Cc1ccc(S(=O)(=O)/C(C#N)=C/c2c[nH]c3ccccc23)cc1	-0.1	1	-15	19	0	-1	-3	?	3	2
COc1ccc(/C=C2/C(=O)N(c3ccccc3)N=C2C)cc1OC	-0.1	-7	1	-11	5	-1	-1	11	-1	-3
CSc1nc2ccc(NC(=O)C3CC(=O)N(Cc4ccccc4)C3)cc2s1 (stereo unspecified)	-1.6	-2	-26	-11	1	4	-5	35	1	-2
COC(=O)c1[nH]c2ccccc2c1NC(=O)CN1CCN(C(=O)c2ccco2)CC1	0.0	17	24	-11	-4	-6	2	-1	-1	.
CCc1ccc(S(=O)(=O)N(C(=O)c2ccncc2)c2ccc(OC(=O)c3ccncc3)cc2)cc1	-0.9	6	14	-12	3	-3	-1	8	1	-4
O=C(c1cn(-c2ccccc2)nc1-c1ccc(F)cc1)N1CCOCC1	-0.5	-2	18	4	3	-4	1	11	-3	-2

Reprinted from the entries so far for reference:
SMILES	HIF activator	HSF-1 act	aSyn 5UTR inh	KLF5 inh	HSP90 inh	HSF1 inhib	IEC-6 tox	AI-2 QS modul	GSK3beta inhib	GSK3A inh
COc1ccc2nc(NC(=O)c3ccccc3[N+](=O)[O-])sc2c1	4.4	34	-57	-85	3	24	0	4	-3	10
Cc1nn(C(C)C(=O)NCc2ccccc2)c(C)c1[N+](=O)[O-] (stereo unspecified)	0.0	20	-26	-35	-3	-7	-4	7	1	-4
O=C(NCc1ccccc1)c1ccccc1NC(=O)C1CCCCC1	-0.4	6	-2	-7	1	1	1	22	-3	-2
CN1C(N)=NC(=O)/C1=C/c1ccc(OC(F)(F)F)cc1	0.5	3	-16	-6	3	4	-2	10	-2	-3
Cc1ccc(-c2nn(-c3ccccc3)cc2/C=C/C(=O)Nc2nccs2)cc1	-0.7	-3	14	7	-1	0	-6	-1	1	-3
CCCCNc1nc2ccccc2n1CC(=O)N1CCc2ccccc2C1	-0.2	-3	13	-5	7	6	8	14	0	-1
COc1ccc(-c2[nH]c(-c3ccccc3)nc2SCC(=O)Nc2nccs2)cc1	.	.	.	6	-3	.	6	.	.	0
Cc1ccc(S(=O)(=O)/C(C#N)=C/c2c[nH]c3ccccc23)cc1	-0.1	1	-15	19	0	-1	-3	?	3	2
COc1ccc(/C=C2/C(=O)N(c3ccccc3)N=C2C)cc1OC	-0.1	-7	1	-11	5	-1	-1	11	-1	-3
CSc1nc2ccc(NC(=O)C3CC(=O)N(Cc4ccccc4)C3)cc2s1 (stereo unspecified)	-1.6	-2	-26	-11	1	4	-5	35	1	-2
